Source: PubChem BioAssay (several laboratories)
CDK5 p35 inh: CDK5/p35 (human) kinase inhibition. Recombinant CDK5/p35, ADP-Glo luminescence, 60 min. Q00535+Q15078. inhibition, % at 10 µM. actives 0.01% (n = 330,000);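 active = highest replicate inhibition of at least 50% and at least 75% of replicates reaching 50%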;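 also: plate controls were DMSO neutral control for no effect and GW8510 at 10 µM for full effect; many of its hits are not listed in these tables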
MITF TRPM1 HTS: increases MITF-driven TRPM1 promoter luciferase signal. SK-MEL-5 TRPM1-promoter luciferase, 24 h; % of positive control, neutral wells = 0. activation, % at 12.5 µM. actives 0.75% (n = 300,000). AID 588334;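 active = mean activation of at least 80% with every replicate also reaching 80%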;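 also: 0% = neutral control wells and 100% = parthenolide positive control wells; values of inactives mirror those of a sister screen read the other way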
HTR5A inv ctr: counter-screen for OPRM1-OPRD1 inverse agonists: human HTR5A inverse agonism; HTR5A cell line, luminescence; inhibition, % at 9.3 µM; actives 0.083% (n = 340,000); AID 504634; in the data active = inhibition mostly above about 23%, no sharp cut-off; inactive = mostly below about 18%;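 also: 0% = cells with DMSO and 100% = no-cell wells with DMSO; some compounds called inactive have numbers as strong as hits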
SR-BI DiI inh: inhibitors of mouse SR-BI mediated HDL lipid uptake; Q61009; ldlA[mSR-BI] CHO cells, DiI-HDL uptake fluorescence, 3 h; inhibition, % at 12.5 µM; actives 0.96% (n = 320,000);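 active = mean replicate inhibition of at least 70% and a set share of replicates each scoring 70 or more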;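 also: 0% = median of neutral control wells and 100% = median of positive control wells; values of inactives mirror those of a sister screen read the other way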
PvdQ inh: blocks Pseudomonas aeruginosa PvdQ acylase activity | inhibition, % at 10 µM | actives 0.063% (n = 340,000) | purified PvdQ acylase, fluorescence plate reader; in the data active = inhibition above about 30%, passing the limit was not always enough;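 also: 0% = vehicle neutral wells and 100% = reference inhibitor wells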
HTR5A ag ctr: counter-screen for OPRM1-OPRD1 agonists: human HTR5A agonism | P47898 | HTR5A agonist assay, luminescence, cell-based | activation, % at 9.3 µM | actives 0.61% (n = 340,000) | AID 504692; in the data active = activation mostly above about 9.5%, no sharp cut-off; inactive = mostly below about 7.6%;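 also: 0% = cells with vehicle only and 100% = reference agonist; strong numbers were not always called active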
V-ATPase pH: alters yeast V-ATPase proton transport; S. cerevisiae, pHLuorin cytosolic pH fluorescence; actives 0.37% (n = 350,000); response, % at 10 µM; in the data active = response mostly above about 7.3%, no sharp cut-off; inactive = mostly below about 5.4%; also: actives read high; inactives centre near 0; some compounds called inactive have numbers as strong as hits; reference of the scale not given here
Wnt act: activators of Wnt/beta-catenin signaling; actives 1.2% (n = 300,000); AID 743398; activation, % at 9.35 µM; Wnt/beta-catenin reporter cell assay, activator, plate reader; in the data active = activation above about 30%, passing the limit was not always enough;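 also: 0% = neutral control wells and 100% = positive control wells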
dFosB act: mouse delta FosB homodimer activation. P13346. purified delta FosB, TAMRA-CDK5 oligo fluorescence polarization; percent of positive-control signal above neutral wells. activation, % at 25 µM. actives 0.99% (n = 340,000);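 active = mean activation above about 17%, with every replicate also reaching it, limit read from the data, passing the limit was not always enough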;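 also: fluorescence polarization rise as delta FosB binds a TAMRA Cdk5 AP-1 oligo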
NSD2 inh: blocks human histone methyltransferase NSD2; O96028; NSD2 peptide methylation, AlphaScreen, 120 min; inhibition, % at 12.5 µM; actives 0.54% (n = 310,000); AID 743445; in the data active = inhibition above about 50%
Target sequence (O96028 whole entry, looked up): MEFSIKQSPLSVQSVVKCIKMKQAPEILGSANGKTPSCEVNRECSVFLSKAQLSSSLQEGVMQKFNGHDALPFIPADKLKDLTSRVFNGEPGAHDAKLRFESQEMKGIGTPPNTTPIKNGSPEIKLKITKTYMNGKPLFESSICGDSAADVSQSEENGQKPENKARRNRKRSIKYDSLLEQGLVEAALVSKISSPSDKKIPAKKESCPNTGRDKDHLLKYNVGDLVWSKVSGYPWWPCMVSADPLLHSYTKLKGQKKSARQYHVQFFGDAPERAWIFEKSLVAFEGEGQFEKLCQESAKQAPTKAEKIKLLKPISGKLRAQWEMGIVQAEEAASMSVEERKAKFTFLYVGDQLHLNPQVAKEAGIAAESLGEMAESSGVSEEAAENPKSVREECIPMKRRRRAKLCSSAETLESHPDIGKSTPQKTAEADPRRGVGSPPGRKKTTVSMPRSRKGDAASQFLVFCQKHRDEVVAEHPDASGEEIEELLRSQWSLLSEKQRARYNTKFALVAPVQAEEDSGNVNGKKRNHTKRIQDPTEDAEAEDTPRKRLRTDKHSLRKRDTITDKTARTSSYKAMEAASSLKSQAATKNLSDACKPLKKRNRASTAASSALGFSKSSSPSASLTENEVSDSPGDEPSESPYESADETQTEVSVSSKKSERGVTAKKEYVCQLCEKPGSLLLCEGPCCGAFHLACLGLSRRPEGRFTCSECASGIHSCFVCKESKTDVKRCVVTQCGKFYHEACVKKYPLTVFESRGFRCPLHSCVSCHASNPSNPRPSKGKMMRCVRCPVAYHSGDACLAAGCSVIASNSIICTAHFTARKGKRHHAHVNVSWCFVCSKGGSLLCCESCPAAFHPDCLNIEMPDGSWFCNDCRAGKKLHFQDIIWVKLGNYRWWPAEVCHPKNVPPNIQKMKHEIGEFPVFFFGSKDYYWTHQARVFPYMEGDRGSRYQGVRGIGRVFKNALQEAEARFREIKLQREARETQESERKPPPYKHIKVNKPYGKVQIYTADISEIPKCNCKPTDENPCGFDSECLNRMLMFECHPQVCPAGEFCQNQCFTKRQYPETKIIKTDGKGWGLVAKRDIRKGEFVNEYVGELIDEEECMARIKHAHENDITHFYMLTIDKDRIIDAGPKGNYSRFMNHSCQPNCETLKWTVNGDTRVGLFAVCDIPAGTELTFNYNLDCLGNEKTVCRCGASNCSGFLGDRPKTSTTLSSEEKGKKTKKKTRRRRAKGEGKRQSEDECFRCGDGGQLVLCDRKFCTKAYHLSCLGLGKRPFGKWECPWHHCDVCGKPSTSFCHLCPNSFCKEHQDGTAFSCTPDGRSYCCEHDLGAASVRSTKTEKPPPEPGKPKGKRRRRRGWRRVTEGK
* = called active by the depositor; · = no result given.

SMILES	CDK5 p35 inh	MITF TRPM1 HTS	HTR5A inv ctr	SR-BI DiI inh	PvdQ inh	HTR5A ag ctr	V-ATPase pH	Wnt act	dFosB act	NSD2 inh
CC1(C)CC(=O)C2=C(C1)N(Cc1ccco1)C(=O)C2(NC(=O)C1CCCCC1)C(F)(F)F (centres undefined)	-0.3	·	-16	-17	3	3	0	0	-4	1
COc1ccc(NC(=O)CCn2ccnc2)c(OC)c1	-0.5	6	7	-23	7	-2	-3	-1	-6	-1
Cc1nn(C)cc1CN(C)C(=O)c1ccc(OC2CCN(Cc3ccccn3)CC2)cc1	0.3	-1	3	-8	5	-2	6	1	4	3
CSc1nc2c(c(=O)[nH]1)C(c1cccc(Cl)c1)CC(=O)N2 (centres undefined)	-1.2	16	1	-25	-7	0	1	0	-1	-1
N#Cc1c(Cn2cncn2)nc(=O)n(-c2ccccc2)c1N	1.0	-5	5	-24	12	-3	2	-1	-3	10
COc1ccccc1C(=O)N(C)c1nnc(-c2ccccc2)s1	-0.3	63	1	11	0	0	-2	40*	-10	-1
CC(C)(C)c1cc(N)n(-c2ccc(C(=O)O)cc2)n1	-0.6	6	-2	-10	-10	1	1	-1	5	-8
CC(C)CN1C(=O)C(=Nc2cccnc2)c2ccccc21	-1.1	-8	-2	-12	-15	-2	-1	-1	-1	2
O=C(COc1cccc2cccnc12)N/N=C1\SCC(=O)N1CCc1ccccc1	0.6	-4	6	8	-16	-2	3	-2	-8	-4
O=C(/C=C/c1ccccc1)CC(=O)c1ccccc1O	-2.9	66	-4	2	-5	1	4	12	-8	-2
CC1CC(C)CN(C(=O)c2ccc(-c3ccc([N+](=O)[O-])cc3)o2)C1 (centres undefined)	-0.1	73	-12	24	9	5	10	7	-11	4
Cc1cccc(OCCCN2CCOCC2)c1C	0.6	-1	0	-9	-8	0	-1	-1	-12	-1
Cn1c(=O)oc2cc(S(=O)(=O)NC3CCCc4ccccc43)ccc21 (centres undefined)	-0.6	·	-16	-13	-11	1	-1	-1	-5	·
NS(=O)(=O)c1cccc(NC(=O)COC(=O)COc2ccc3ccccc3c2)c1	1.7	-12	12	-2	-4	-5	-1	7	-6	-1
CC1CC(C)CN(C(=O)COC(=O)CN2C(=O)c3ccccc3C2=O)C1 (centres undefined)	-1.4	-5	2	3	-12	0	-1	0	3	0
CCN(CC)C(=O)Cn1cc(S(=O)(=O)CC(=O)Nc2ccc(F)cc2F)c2ccccc21	-1.5	15	-15	17	23	6	6	0	-2	-1
O=C1NC(NS(=O)(=O)c2ccccc2)(C(F)(F)F)C(=O)N1CCc1ccccc1 (centres undefined)	1.6	6	-10	-32	-18	3	1	2	-1	-1
Cc1cc(NC(=O)c2cccc(F)c2)ncc1NC(=O)c1ccco1	4.6	70	-9	-5	-16	3	1	36*	0	3
CCN(CC)C(=O)CC(c1ccc(F)cc1)c1ccco1 (centres undefined)	0.8	-3	8	-17	-11	-3	-1	·	-5	·
CNc1nc(CCN2C(=O)c3ccccc3C2=O)cs1	0.4	·	11	5	5	0	0	·	-3	1
Cc1cccc(N2CCN(S(=O)(=O)c3ccc(Cl)nc3)CC2C)c1 (centres undefined)	0.9	-5	1	-3	-11	0	-4	-1	5	-4
COc1ccc2nc(C)cc(Nc3ccc(C)cc3)c2c1	0.6	-11	-9	-8	-9	0	-4	-3	8	14
Cc1cccc(N2CCN(Cc3ccc([N+](=O)[O-])o3)CC2)c1C	-5.7	1	-17	5	-3	3	0	0	-6	4
COc1ccc(S(=O)(=O)NCCSCc2ccco2)cc1C	0.0	4	6	-4	-9	-2	2	-3	-7	2
Cc1cccc(N2CCN(Cc3ccoc3)CC2)c1C	-1.1	20	14	-11	7	-3	5	1	1	4
O=C(c1ccccc1)N1CCn2c(nc3ccccc32)C1	0.0	-7	·	-1	-8	·	-2	·	-3	0
CCOP(=O)(OCC)C(NC(=O)c1cccs1)C(F)(F)F (centres undefined)	-2.6	3	0	-25	-1	-6	-1	-13	-7	0
N#Cc1nc(COc2ccccc2Cl)oc1NCc1ccc(F)cc1	-0.5	15	-19	-4	-9	1	0	-3	9	0
Cc1ccc(S(=O)(=O)Nc2cccc(C(=O)N3CCC(C(N)=O)CC3)c2)cc1	1.2	-6	7	-18	10	-4	2	-2	-4	-4
O=C(c1csc(Nc2ccccc2Cl)n1)N1CCCC1	-1.8	·	-5	0	-19	-1	1	·	5	1

Single records (already shown). Values in the order: CDK5 p35 inh	MITF TRPM1 HTS	HTR5A inv ctr	SR-BI DiI inh	PvdQ inh	HTR5A ag ctr	V-ATPase pH	Wnt act	dFosB act	NSD2 inh
`CNc1nc(CCN2C(=O)c3ccccc3C2=O)cs1` is entered as 0.4	·	11	5	5	0	0	·	-3	1
`O=C(c1csc(Nc2ccccc2Cl)n1)N1CCCC1` is entered as -1.8	·	-5	0	-19	-1	1	·	5	1
`O=C(c1ccccc1)N1CCn2c(nc3ccccc32)C1` is entered as 0.0	-7	·	-1	-8	·	-2	·	-3	0

Other entries follow:
SMILES	CDK5 p35 inh	MITF TRPM1 HTS	HTR5A inv ctr	SR-BI DiI inh	PvdQ inh	HTR5A ag ctr	V-ATPase pH	Wnt act	dFosB act	NSD2 inh
COc1ccccc1NC(=O)c1sc2nc(N3CCOCC3)c3c(c2c1N)CCCC3	-1.1	35	-5	84*	-4	2	4	0	-8	·
CCOc1ccccc1Nc1cc(C)nc2nc(C)nn12	-0.8	-5	2	20	6	-1	-2	-3	-5	·
CCOc1ccc(S(=O)(=O)Nc2ccc(C(=O)NCC3CCCO3)cc2)cc1 (centres undefined)	2.1	7	-6	-8	-2	1	-3	-2	1	-2
O=C(C[n+]1ccccc1)Nc1ccccc1C(F)(F)F	1.0	·	-3	3	-10	1	-2	-1	-7	-4
COc1cccc(N2CCN(Cc3cccnc3)CC2)c1	1.6	-1	1	-18	-11	5	2	1	4	2
Cn1c(=O)cc(OCCCC(=O)Nc2cccnc2)c2ccccc21	-0.5	2	14	-28	-3	1	1	·	-10	1
CCc1nnc(NC(=O)c2cccnc2SC)s1	-0.2	-3	-10	-18	2	4	1	0	-7	0
Cc1nc(N2N=C3/C(=C/c4ccc(F)cc4)CCCC3C2c2ccc(F)cc2)sc1C(=O)N(C)C (centres undefined)	1.1	-11	11	54	-1	3	-1	-1	-13	-6
CN(/C=C/C(=C/C=[N+](C)c1ccccc1)OCCCS(=O)(=O)[O-])c1ccccc1	0.5	-13	-15	2	5	2	3	-3	-5	4
CCCCOC(=O)Nc1sc2nc(C)cc(C)c2c1-n1cccc1	-0.1	2	-18	18	-7	-2	4	·	-3	-1
CCCCn1c(N)c(N(CC(C)C)C(=O)CN2C(=O)c3ccccc3C2=O)c(=O)[nH]c1=O	1.5	2	14	-5	-11	-6	6	-2	-6	-3
CN1CCCC1CCNS(=O)(=O)c1ccc(Br)cc1 (centres undefined)	0.3	4	8	8	-13	0	-1	-6	6	2
COC(=O)c1ccc(Sc2ccccc2NS(=O)(=O)c2ccc(C)cc2)nc1	0.5	-4	1	24	-4	5	-4	-2	-6	7
COc1ccc(/C=N/NC(=S)NCCc2ccccc2)cc1	-0.5	-19	-20	-8	5	6	-5	2	1	-2
O=C(CC1C(=O)NCCN1C(=O)Nc1ccccc1)Nc1cc(Cl)ccc1Cl (centres undefined)	2.7	·	13	-4	3	2	-5	-2	-7	2

A portion from the list above, for reference:
SMILES	CDK5 p35 inh	MITF TRPM1 HTS	HTR5A inv ctr	SR-BI DiI inh	PvdQ inh	HTR5A ag ctr	V-ATPase pH	Wnt act	dFosB act	NSD2 inh
COc1ccc(/C=N/NC(=S)NCCc2ccccc2)cc1	-0.5	-19	-20	-8	5	6	-5	2	1	-2
O=C(CC1C(=O)NCCN1C(=O)Nc1ccccc1)Nc1cc(Cl)ccc1Cl (centres undefined)	2.7	·	13	-4	3	2	-5	-2	-7	2

(continued)
SMILES	CDK5 p35 inh	MITF TRPM1 HTS	HTR5A inv ctr	SR-BI DiI inh	PvdQ inh	HTR5A ag ctr	V-ATPase pH	Wnt act	dFosB act	NSD2 inh
COCCNc1nc2ccccc2n2cnnc12	0.8	5	6	-38	0	-2	-3	-1	6	-4
Cc1[nH]c(=O)[nH]c(=O)c1S(=O)(=O)N1CCN(c2ccccc2F)CC1	2.1	1	0	3	-9	7	2	·	-1	7
Cc1cccnc1NC(=S)Nc1ccc(Br)cc1Cl	0.4	58	3	-8	3	-1	1	11	-18	-9
C=CCn1c(SCC(=O)Nc2ccc(C(=O)O)cc2)nc2sc(C)c(C)c2c1=O	0.1	2	-15	-6	1	-1	0	-1	5	4
C=CCN=C(NC#N)SCC(=O)NCc1ccccc1	2.2	-10	0	·	-4	0	2	0	-3	0
COC(=O)CSc1nc2c(cnn2-c2ccc(Cl)cc2)c(=O)[nH]1	-0.6	-4	-1	-18	-9	0	3	0	-8	-2
COc1cc(C(=O)NCCNC(=O)c2cc(OC)c(C)c(OC)c2)cc(OC)c1C	1.8	-1	-19	15	-18	-7	1	0	-9	-1
CCOC(=O)Oc1c(OC)cc(C(=O)O[C@@H]2C[C@@H]3CN4CCc5c([nH]c6cc(OC)ccc56)[C@H]4C[C@@H]3[C@H](C(=O)OC)[C@H]2OC)cc1OC	-0.2	-32	-11	70	1	3	4	2	29*	·
CS(=O)(=O)Nc1ccccc1Oc1ccccc1	-3.2	1	1	-13	-11	0	-3	·	8	-2
CCC(Sc1nc2ncccc2[nH]1)C(=O)NC1CCC(C)CC1 (centres undefined)	-0.8	·	23	-35	1	-2	3	-1	-10	·
CC(C)Cn1c(=O)c2ccccc2n2c(CCC(=O)NCc3ccccn3)nnc12	·	5	2	-15	3	2	-4	0	-9	8
CN(Cc1cccs1)C(=O)C1CCN(S(=O)(=O)c2ccccc2)CC1	2.9	4	-23	-27	8	10	7	-1	1	-1

Structures listed above that bear a hit mark in SR-BI DiI inh:
canonical_smiles | CDK5 p35 inh | MITF TRPM1 HTS | SR-BI DiI inh | PvdQ inh | V-ATPase pH | Wnt act | dFosB act | NSD2 inh
COc1ccccc1NC(=O)c1sc2nc(N3CCOCC3)c3c(c2c1N)CCCC3 | -1.1 | 35 | 84* | -4 | 4 | 0 | -8 | ·
